SIRT5 block: inhibitors of human sirtuin-5 desuccinylase; Purified SirT5, succinyl-peptide AMC, trypsin-coupled fluorescence; inhibition, % at 15 µM; 330,000 tested, 1.1% active; in the data active = inhibition above about 15%
Target sequence (Q9NXA8 whole entry, looked up): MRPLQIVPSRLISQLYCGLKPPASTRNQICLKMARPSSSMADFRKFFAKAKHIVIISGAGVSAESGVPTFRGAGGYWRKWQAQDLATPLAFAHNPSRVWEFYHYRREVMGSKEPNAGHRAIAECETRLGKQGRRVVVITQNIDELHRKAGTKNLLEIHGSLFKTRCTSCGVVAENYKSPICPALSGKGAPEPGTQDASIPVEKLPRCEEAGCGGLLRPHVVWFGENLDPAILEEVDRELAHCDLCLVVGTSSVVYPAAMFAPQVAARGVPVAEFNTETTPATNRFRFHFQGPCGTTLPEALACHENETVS
ERAP1 inh: blocks human ERAP1 aminopeptidase activity | 340,000 tested, 0.15% active | recombinant ERAP1, Leu-AMC fluorescence, 60 min | inhibition, % at 10.7 µM;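 active = mean replicate inhibition of at least 30%, or all replicates individually reaching that 30% level; inactive = mean below 30% and not every replicate reaching it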;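 also: 0% = neutral control wells and 100% = L-leucinethiol positive control wells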
Cneo AK release: causes C. neoformans cell lysis. lysis activity, % at 15 µM. 360,000 tested, 0.2% active. AID 651654. adenylate kinase release luminescence, 4 h; normalised: neutral wells 0, clomiphene wells 100;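 active = mean lysis activity across replicates of at least 80%, whatever share of replicates individually reach that level; inactive = mean lysis activity below 80%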
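Schedule: static 4 h at 37 °C with compound, 1 h detection; system: C. neoformans cells; benchmarks: Clomiphene as positive control; buffer or medium: fresh YPD medium; measure: luminescence rise reflecting yeast cell lysis; measured by: luminescent adenylate kinase detection reagent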
C2C12 statin: protects C2C12 myotubes from simvastatin toxicity | rescue of ATP level, % at 7.49 µM | AID 602340 | 330,000 tested, 0.78% active | ATP luminescence, 48 h; scaled: DMSO 0, geranylgeraniol control 100;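 active = mean ATP rescue above about 67%, or every replicate alone reaching that limit, limit read from the data, passing the limit was not always enough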;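 also: myotubes were challenged with 10 µM simvastatin during compound exposure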
PGC1a acetyl inh: modulators of PGC1a acetylation. U2OS PGC1a acetylation, AlphaScreen anti-acetyl-lysine; with virally co-expressed GCN5 acetyltransferase. inhibition, % at 15.6 µM. 350,000 tested, 0.17% active. AID 651687;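 active = every replicate shows inhibition of at least 40%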;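 also: 0% = neutral control wells and 100% = positive control wells; some results beyond the cut were filed as inactive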
LGR2 inh: Drosophila LGR2 receptor signaling inhibition. inhibition, % at 9.99 µM. HEK293 LGR2, CRE-luciferase, bursicon-stimulated, 4 h. AID 720647. 380,000 tested, 0.35% active;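 active = drop in luminescence signal, shown as inhibition above about 50% in the replicate tests, limit read from the data, passing the limit was not always enough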;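 also: agonist challenge used bursicon conditioned medium at about half maximal strength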
S100A4 inh HTS: inhibitors of human S100A4 binding to myosin IIA peptide; AID 652163; inhibition, % at 10.7 µM; S100A4/TAMRA-MyoIIA peptide fluorescence polarization; 360,000 tested, 0.14% active; P26447;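 active = mean inhibition of at least 70% across replicates, with every replicate also reaching that level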
Target sequence (P26447 whole entry, looked up): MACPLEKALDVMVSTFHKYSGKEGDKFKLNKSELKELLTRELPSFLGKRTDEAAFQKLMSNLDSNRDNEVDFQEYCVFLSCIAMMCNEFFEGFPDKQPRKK
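incubation = readout 5 min after mixing, signal stable up to 60 min | system = S100A4 monomer protein | buffer or medium = HEPES pH 7.2 with CaCl2, KCl, NaCl, DTT, Triton | benchmarks = neutral control DMSO, positive control TFP | also added = fluorescent myosin IIA peptide, 5 nM | compound dosing = one concentration per compound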
Xi reactivation: activators of X-chromosome reactivation in mouse fibroblasts; AID 743238; activation, % at 7.58 µM; XiGFP mouse fibroblasts, % GFP-positive cells imaging, 3 d; cells co-treated with 5-aza-dC sensitizer; scaled so ellipticine positive control = 100%; 360,000 tested, 0.055% active;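 active = mean normalized replicate activation at least 10% and every replicate at or above 10%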;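 also: 0% = median of on-plate neutral control wells and 100% = ellipticine 6 µM median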
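Schedule: 3 d treatment, 15 min room-temperature fixation; system: 68-5-11 XiGFP fibroblast line; buffer or medium: DMEM plus 5-aza-dC sensitizer; control set: ellipticine 6 µM positive control; compound: one concentration, pinned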
The depositor's hits bear a star; · = not tested or not shown. A portion of the library; the hit share may differ from the screen's.

SMILES	SIRT5 block	ERAP1 inh	Cneo AK release	C2C12 statin	PGC1a acetyl inh	LGR2 inh	S100A4 inh HTS	Xi reactivation
COCCNC(=S)N/N=C(\C)c1ccc(Cl)s1	1	4	·	·	-2	-11	11	0.1
COc1ccc(OC)c(S(=O)(=O)N(C)CC(=O)N2CCCCC2)c1	-2	-2	3	5	·	3	6	0.0
COCC(=O)Nc1ccc2c(c1)C(=O)N(C)C[C@@H](OC)[C@@H](C)CN(C(=O)C1CCCC1)[C@H](C)CO2	2	-8	51	-8	-6	6	-2	0.3
COc1ccc(C(=S)N2CCCC2)cc1Br	-2	2	2	-9	2	-1	-4	0.3
O=C(CCC(=O)c1cccs1)NCc1ccc(Cl)cc1	·	·	-3	-9	5	0	·	·
COc1ccc(N2C(S)=C(C#N)C(=O)NC2c2ccc(OC)c(OC)c2)cc1 (stereo not drawn)	4	-2	·	·	4	3	-2	0.0
CCCNC(=O)Nc1ccc2c(c1)C(=O)N(C)C[C@H](OC)[C@H](C)CN(C(=O)c1ccccc1F)[C@@H](C)CO2	0	4	1	-14	-11	12	7	0.2
C[C@@H]1CN([C@@H](C)CO)C(=O)CCCn2cc(nn2)CO[C@@H]1CN(C)Cc1cccc(C(F)(F)F)c1	2	-2	-21	-1	-3	7	-6	-0.4
CC(C)N(C(=O)COC(=O)c1cccc(S(=O)(=O)N2CC3(C)CC2CC(C)(C)C3)c1)C(C)C (stereo not drawn)	2	3	·	5	9	-3	4	0.2
CCCCN(C)CCNC(=O)c1nn(-c2ccc(OC)cc2)c(=O)c2c1c1ccccc1n2C	0	13	2	0	-13	11	-6	0.0
COc1cc(Br)cc(/C=N/NC(=O)Cc2ccc(C(F)(F)F)cc2[N+](=O)[O-])c1O	-8	1	1	·	10	4	-2	0.1
O=C(C[C@@H]1CC[C@@H]2[C@H](COC[C@@H](O)CN2C(=O)Nc2ccc(Cl)c(Cl)c2)O1)NC1CCC1	-2	1	-5	-4	-2	12	-2	0.2

Rewritten as labelled records: four of the compounds above
COc1ccc(N2C(S)=C(C#N)C(=O)NC2c2ccc(OC)c(OC)c2)cc1 (stereo not drawn)
  SIRT5 block: 4
  ERAP1 inh: -2
  Cneo AK release: ·
  C2C12 statin: ·
  PGC1a acetyl inh: 4
  LGR2 inh: 3
  S100A4 inh HTS: -2
  Xi reactivation: 0.0
CCCNC(=O)Nc1ccc2c(c1)C(=O)N(C)C[C@H](OC)[C@H](C)CN(C(=O)c1ccccc1F)[C@@H](C)CO2
  SIRT5 block: 0
  ERAP1 inh: 4
  Cneo AK release: 1
  C2C12 statin: -14
  PGC1a acetyl inh: -11
  LGR2 inh: 12
  S100A4 inh HTS: 7
  Xi reactivation: 0.2
C[C@@H]1CN([C@@H](C)CO)C(=O)CCCn2cc(nn2)CO[C@@H]1CN(C)Cc1cccc(C(F)(F)F)c1
  SIRT5 block: 2
  ERAP1 inh: -2
  Cneo AK release: -21
  C2C12 statin: -1
  PGC1a acetyl inh: -3
  LGR2 inh: 7
  S100A4 inh HTS: -6
  Xi reactivation: -0.4
CC(C)N(C(=O)COC(=O)c1cccc(S(=O)(=O)N2CC3(C)CC2CC(C)(C)C3)c1)C(C)C (stereo not drawn)
  SIRT5 block: 2
  ERAP1 inh: 3
  Cneo AK release: ·
  C2C12 statin: 5
  PGC1a acetyl inh: 9
  LGR2 inh: -3
  S100A4 inh HTS: 4
  Xi reactivation: 0.2

Remaining list, next part:
SMILES	SIRT5 block	ERAP1 inh	Cneo AK release	C2C12 statin	PGC1a acetyl inh	LGR2 inh	S100A4 inh HTS	Xi reactivation
CCC(=O)N1CCc2cc(S(=O)(=O)NCCC(=O)NCc3ccccc3OC)ccc21	7	2	-2	9	6	-27	-1	0.3
O=C(Nc1cccc(NC(=O)C2CC3CCCC(C2)C3=O)n1)C1CC2CCCC(C1)C2=O (stereo not drawn)	·	·	-1	2	2	-7	·	·
COc1ccc(Cl)cc1NC(=O)CCn1c(=O)oc2ccccc21	2	2	1	-8	9	0	-3	-0.1
N#C[C@@H]1[C@H](c2ccc(C#CCC3CCCC3)cc2)[C@H](CO)N1C(=O)CN1CCOCC1	-6	-2	0	7	-15	-17	4	0.1
O=C(O)c1cc(=O)c2c(Cl)cc(Cl)cc2[nH]1	0	-1	2	-1	-9	7	-1	0.0
Nc1nc2c(ncn2[C@@H]2O[C@H](C(=O)NCC(F)(F)F)[C@@H](O)[C@H]2O)c(=O)[nH]1	-2	-3	·	·	·	5	-1	0.0
CC(C)(C)OC(=O)N1Cc2ccccc2C[C@H]1C(=O)NCC(=O)Nc1ccc2c(c1)OCCO2	-1	0	-4	6	4	29	-2	0.0
CC1(C)Cc2c(sc(NC(=O)C(=O)N3CCOCC3)c2C#N)CO1	-2	2	-4	3	-13	11	3	0.4
CSCCC(NC(=O)c1ccc(Cl)cc1Cl)C(=O)NCc1ccccn1 (stereo not drawn)	0	5	2	5	·	0	-2	2.0
CC(Oc1ccc2c(-c3ccccc3)cc(=O)oc2c1)C(=O)NCCCn1ccnc1 (stereo not drawn)	-8	-1	9	0	-25	6	-1	·
CCOC(=O)CCNC(=O)N1CCCC(CNS(=O)(=O)Cc2ccccc2)C1 (stereo not drawn)	-2	-1	1	6	11	8	2	-0.1
CN(C[C@H](CC1CCCCC1)N(C[C@H](Cc1ccccc1)N(CCc1ccccc1)N=O)N=O)N=O	·	1	2	-18	3	5	3	0.0
COc1ccc(C2CCCCC2SCC(=O)O)cc1OC (stereo not drawn)	·	-3	·	·	·	1	0	0.0
Cc1cc(N/N=C/c2ccc(O)cc2)nc(NS(=O)(=O)c2ccccc2)n1	·	·	-3	5	0	5	·	0.7
CCC(=O)Nc1ccc2c(c1)OC[C@@H](C)N(C(=O)CN(C)C)C[C@@H](C)[C@@H](OC)CN(C)C2=O	-1	-6	55	-2	6	-10	-10	0.0
COc1ccc(CN2CCN(C(=O)CC(C)C)CC2)cc1Br	-4	1	0	24	·	-6	2	0.1
COc1ccc(C(c2sc3nc(C)nn3c2O)N2CCN(CCO)CC2)cc1OC (stereo not drawn)	-8	4	-1	4	-8	5	3	0.2
CCc1cccc(NC(=O)CS(=O)Cc2nc(-c3ccc(C)cc3)oc2C)c1 (stereo not drawn)	-5	-4	1	20	-4	-1	-1	0.0
O=C(C[C@@H]1C=C[C@@H](NC(=O)Nc2ccccc2)[C@H](CO)O1)NCc1ccccn1	2	0	-2	-4	4	-20	7	0.0
CCn1c(=O)n(CC)c2cc(S(=O)(=O)Nc3c(C)cccc3C)ccc21	-3	6	-1	1	9	0	-1	0.0
CC(=O)NC(c1cccs1)c1cc(F)c2cccnc2c1O (stereo not drawn)	-2	3	2	-12	·	14	0	0.0
COc1ccccc1CNC(=O)COC(=O)CSc1ccc(F)cc1	-1	3	-5	·	·	2	-3	0.1
CO[C@H]1CN(C)C(=O)c2ccc(NC(=O)C3CC3)cc2OC[C@H](C)N(C(=O)c2ccccc2)C[C@H]1C	5	0	9	-6	6	-11	-1	-0.7
COC(=O)C1CCN(S(=O)(=O)CCNC(=O)c2cccc(OC)c2)CC1	-4	-2	1	4	-1	-1	-5	0.0
COC(=O)[C@]1(CCS(=O)(=O)c2ccccc2)N=C(c2ccc(OCCCO)cc2)O[C@@H]1c1ccccc1	-10	-1	2	·	-12	·	10	·
COC(=O)c1ccc(NC2c3ncccc3C(=O)N2Cc2cccs2)cc1 (stereo not drawn)	-4	-2	·	-3	1	6	-8	0.2
CN1C(=O)c2cc(NC(=O)Nc3ccccc3Cl)ccc2OC[C@@H]2O[C@H](CC(=O)NCCCN3CCOCC3)CC[C@@H]21	-3	-8	0	-24	·	6	-4	0.0
O=C(CN1CCN(c2ccc(O)cc2)CC1)NC1CCCc2ccccc21 (stereo not drawn)	2	1	·	·	·	-5	0	0.0
CC(C)OC(=O)/C(=C/c1ccc(Br)cc1)NC(=O)c1ccco1	·	·	-1	·	59	4	·	-0.1
CCOC(=O)N1CCC(NC(=O)c2ccc(CS(=O)(=O)c3ccccc3C)o2)CC1	13	-1	1	20	·	2	-3	0.0
Cc1ccc2nc3c(cc(S(=O)(=O)c4ccccc4)c(=N)n3C3CCCC3)c(=O)n2c1	0	1	0	9	-6	-24	2	0.0
Cc1ccc(S(=O)(=O)N2CCN(C(=O)N(c3ccccc3)c3ccccc3)CC2)cc1	·	·	-1	7	-6	5	·	·
Cc1ccc2[nH]c(-c3ccccc3)c(CN(C)C)c(=O)c2c1	·	·	-1	1	-3	-16	·	·
CC(=O)Nc1ccc(OCC(O)Cn2cncn2)cc1 (stereo not drawn)	-2	1	8	-2	-6	-6	1	0.0
O=C(c1cccc(Cl)c1)N1CCN(Cc2ccc3c(c2)OCO3)CC1	1	-1	1	22	·	·	3	0.0
CC(C)NC(=O)Nc1ccc2c(c1)C(=O)N([C@H](C)CO)C[C@@H](C)[C@H](CN(C)C(=O)Nc1ccc(F)cc1)O2	-4	0	-4	-3	3	-13	-19	-0.3
CCN(CC)CCn1c(C)nc2ccccc21	1	0	10	27	9	-4	3	0.0
N#C/C(=C\C=C\c1ccccc1)C(=O)NCc1cccnc1	0	-4	·	·	-18	21	-5	0.0
O=C(O)c1ccccc1O	-4	-4	2	-2	0	-2	0	0.3
C[C@@H](NC(=O)[C@H]1[C@H](CO)[C@H]2Cn3c(cccc3=O)[C@H]2N1Cc1ccncc1)c1ccccc1	-2	4	4	-9	·	-13	-19	0.3
COc1ccc(/C=C(\NC(=O)c2ccccc2)C(=O)N2CCN(C)CC2)cc1OC	0	2	6	8	·	9	-4	0.2
Cc1cccc(-c2sc(Nc3ccccc3)n[n+]2-c2ccc(F)cc2)c1	12	1	0	-10	-1	-19	0	0.0
C[C@@H]1CN([C@@H](C)CO)C(=O)c2cc(-c3ccccc3F)cnc2O[C@H]1CN(C)C(=O)c1ccccn1	-1	-5	-2	3	-4	-8	17	-1.2
CNC(=O)C[C@@H]1CC[C@H]2[C@@H](COc3ccc(NC(=O)c4cc(F)cc(F)c4)cc3C(=O)N2C)O1	-1	-1	-2	6	8	-4	-2	0.0
C[C@H](CO)N1C[C@H](C)[C@H](CN(C)S(=O)(=O)c2ccc(Cl)cc2)Oc2c(NC(=O)C3CCCCC3)cccc2C1=O	2	-2	-1	2	10	-3	7	-0.1
Cc1ccc(C2(C)NC(=O)N(CC(=O)Nc3ccccc3N3CCCCC3)C2=O)cc1 (stereo not drawn)	-2	-2	1	10	-7	-1	3	0.0
Cc1ccc(S(=O)(=O)/N=C(/NNC(=O)c2cccc(Cl)c2)c2ccccc2)cc1	0	-3	-1	10	·	-12	0	0.0
C[C@@H]1CN([C@H](C)CO)C(=O)c2cc(NC(=O)c3ccncc3)ccc2O[C@H]1CN(C)Cc1ccc(Cl)c(Cl)c1	4	3	10	27	1	-17	5	0.1
Cc1c(-c2ccc(Cl)cc2)[n+](=O)c(-c2ccccc2)cn1[O-]	-3	4	-2	·	4	-61	9	0.0
CC(C)Cn1cnc2c(SCc3ccccn3)nc(N)nc21	-2	-1	1	0	10	-21	3	0.2
C[C@@H]1CN([C@H](C)CO)C(=O)Cc2cc(NS(=O)(=O)c3cn(C)cn3)ccc2O[C@@H]1CN(C)Cc1ccc(-c2ccccc2)cc1	0	2	·	82*	-5	-5	5	-0.9
C/C=C/c1cnc2c(c1)C(=O)N([C@H](C)CO)C[C@@H](C)[C@@H](CN(C)C(=O)Nc1ccccc1F)O2	-7	2	·	·	4	-27	1	0.3
O=C(CN1C(=O)NC2(CCCC2)C1=O)Nc1nc2ccc(F)cc2s1	-3	0	3	-3	-1	4	0	0.0
Cc1ccc(NCc2ccncc2)c(Br)c1	-2	2	1	3	8	19	-2	0.3
COC(=O)c1ccc2c(=O)n(CCN3CCOCC3)c(SCC(=O)c3ccccc3)nc2c1	·	-4	·	·	0	-8	0	0.0

Assay outcomes: PubChem, Broad Institute
